CR mimetic SO – lowers age-related superoxide in aged yeast cells; 330,000 compounds, 0.18% hits; superoxide response (% of plate mean), % at 10 µM; S. cerevisiae aged cells, superoxide DHE fluorescence; active compounds read low; AID 2690;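 active = superoxide response under a set limit, about three screen SD below normal, cut at about 65% in these data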;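 note: yeast aged for seven days with compound at 30 °C before DHE staining; 100% = average MFI of all compound-treated wells on the plate with controls excluded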
EBNA-1 inhibitor – blocks EBNA-1 binding to DNA; EBNA-1 DNA binding, fluorescence polarization; 300,000 compounds, 0.34% hits; AID 1950; inhibition, % at 14.8 µM; in the data active = inhibition above about 28%
MEX-5 binding – C. elegans MEX-5 TCR-2 RNA binding activity. activity score (negative = inhibition of binding), % at 10 µM. 300,000 compounds, 0.38% hits. MEX-5/FITC-TCR2 RNA binding, fluorescence polarization; active compounds read low;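 active = inhibition past about -25% in most replicates, and total fluorescence under double the plate's negative control median, limit read from the data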;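 note: 0% = DMSO and -100% = 5 µM competing unlabeled TCR2 RNA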
ZTA counter – blocks Epstein-Barr virus ZTA, an EBNA-1 counter-screen. ZTA-DNA binding, fluorescence polarization. inhibition, % at 11 µM. 320,000 compounds, 0.15% hits. P03206; in the data active = inhibition above about 33%
Target sequence (P03206 whole entry, looked up): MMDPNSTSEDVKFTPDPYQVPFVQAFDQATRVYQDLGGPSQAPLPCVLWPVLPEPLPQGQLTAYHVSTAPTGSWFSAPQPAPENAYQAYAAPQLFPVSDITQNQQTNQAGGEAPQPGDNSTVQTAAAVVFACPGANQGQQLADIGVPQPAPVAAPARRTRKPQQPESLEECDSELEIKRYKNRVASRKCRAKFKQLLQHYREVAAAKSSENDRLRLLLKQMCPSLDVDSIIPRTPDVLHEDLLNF
BCLXL inh – blocks human Bcl-xL binding to Bim BH3 peptide | Q07817 | GST-Bcl-xL / FITC-Bim BH3 peptide fluorescence polarization | inhibition, % at 10.9 µM | 320,000 compounds, 0.7% hits | AID 2129;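 active = inhibition above the mean of all tested compounds plus 3 SD, cutoff set per campaign, cut at about 30% in these data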;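 note: 0% = DMSO wells and 100% = unlabeled Bim-BH3 peptide competitor; inhibitors lower millipolarization by displacing the labeled peptide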
Target sequence (Q07817 whole entry, looked up): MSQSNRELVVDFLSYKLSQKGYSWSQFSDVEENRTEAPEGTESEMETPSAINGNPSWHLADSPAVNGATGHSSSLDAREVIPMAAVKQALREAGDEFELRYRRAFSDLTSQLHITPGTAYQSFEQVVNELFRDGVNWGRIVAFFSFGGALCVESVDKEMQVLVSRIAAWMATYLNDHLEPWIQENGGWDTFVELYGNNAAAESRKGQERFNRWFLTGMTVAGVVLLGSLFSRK
Fam108B inh – blocks mouse Fam108B hydrolase in RBBP9 counter-screen; recombinant Fam108B, FP-Rh probe fluorescence polarization; inhibition, % at 9.51 µM; 300,000 compounds, 0.33% hits; AID 1947;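 active = inhibition above the screen mean inhibition plus 3 SD, computed separately per campaign, cut at about 18% in these data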;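 note: inhibitors lower polarization as less probe binds the enzyme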
Efflux pump inh – inhibitors of Candida antifungal efflux pumps expressed in yeast. AID 485275. inhibition, % at 10 µM. 330,000 compounds, 0.44% hits. S. cerevisiae Candida pump triplex, Nile Red efflux;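 active = plate passing quality check with inhibition over a set limit, or well fluorescence over plate mean plus 4 SD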;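 note: Nile Red retained in pooled yeast measured as flow cytometry median fluorescence; 0% = buffer negative control and 100% = Enniatin B positive control; higher means more Nile Red kept so more efflux inhibition; some compounds called inactive have numbers as strong as hits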
MCL1-BIM inh – inhibitors of human MCL1 binding to BIM-BH3 peptide | Q07820 | GST-MCL1 / FITC-Bim-BH3 fluorescence polarization | inhibition, % at 10.9 µM | 320,000 compounds, 0.68% hits;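 active = inhibition above the mean inhibition of all tested compounds plus 3 SD, set per campaign, cut at about 40% in these data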;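 note: 0% = DMSO wells and 100% = unlabeled Bim-BH3 peptide control; higher means more loss of mP so more displacement of Bim peptide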
GLD-1 RNA inh – GLD-1-TGE RNA interaction inhibition (C. elegans) | inhibition, % at 5.96 µM | purified GLD-1 + fluorescein TGE RNA, fluorescence polarization | 320,000 compounds, 0.44% hits | Q17339;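 active = percent inhibition above a per-plate cutoff, the plate mean of test compounds plus 3 SD, cut at about 30% in these data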;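 note: 0% = DMSO wells with GLD-1 and probe and 100% = wells lacking GLD-1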
Target sequence (Q17339 whole entry, looked up): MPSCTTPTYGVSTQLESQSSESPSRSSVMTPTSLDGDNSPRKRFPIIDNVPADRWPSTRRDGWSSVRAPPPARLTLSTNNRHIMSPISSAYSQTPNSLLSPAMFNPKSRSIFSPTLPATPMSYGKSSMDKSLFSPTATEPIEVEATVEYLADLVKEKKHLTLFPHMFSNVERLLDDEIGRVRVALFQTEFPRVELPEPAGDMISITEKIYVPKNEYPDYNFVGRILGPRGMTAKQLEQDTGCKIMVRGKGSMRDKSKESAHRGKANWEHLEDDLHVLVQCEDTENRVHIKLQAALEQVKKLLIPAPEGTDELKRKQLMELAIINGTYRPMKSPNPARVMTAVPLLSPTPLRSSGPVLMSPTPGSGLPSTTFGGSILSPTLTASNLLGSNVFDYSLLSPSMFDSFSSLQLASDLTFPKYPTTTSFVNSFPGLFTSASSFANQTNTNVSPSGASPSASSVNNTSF
* = called active by the depositor; · = no result given.

SMILES	CR mimetic SO	EBNA-1 inhibitor	MEX-5 binding	ZTA counter	BCLXL inh	Fam108B inh	Efflux pump inh	MCL1-BIM inh	GLD-1 RNA inh
O=C(O)CC1=C(Nc2ccccc2)C(=O)N(c2ccccc2)C1c1ccc(Br)cc1 (stereo not given)	99	0	4.2	6	-2	-5	-0.2	-2	5
CCn1c(CCNC(=O)c2ccc(OC)cc2)nnc1SCc1ccc(Cl)cc1Cl	67	-5	1.4	3	3	-6	0.1	-1	7
O=C(Cc1ncc(C(F)(F)F)cc1Cl)NCCc1ccccc1	102	1	-0.1	-5	2	2	0.0	1	-2
COc1ccc(-n2c(SCC(=O)NCCC(C)C)nc3ccsc3c2=O)cc1	106	-7	-1.6	-8	-9	-1	0.1	-12	-7
Cc1ccc(-c2ccc(SCC(=O)Nc3nonc3C)nn2)cc1	105	-8	-1.2	-7	2	-4	0.0	-1	1
C/C(=N\NC(=O)CSc1nc(C)cc(C)n1)c1cccc([N+](=O)[O-])c1	94	1	1.2	10	4	-2	-0.1	5	5
O=C(COC(=O)C1CC1)NCc1ccccc1Cl	105	-20	2.2	3	0	-24	-0.1	1	1
CCSc1nc2ccccc2n1CC(=O)O	108	10	1.6	3	4	-2	-0.1	-1	-5
Cc1ccccc1N1CCN(C(=O)c2cc(C3CC3)nn2-c2ccccc2)CC1	117	·	·	8	-2	·	0.0	-7	2
CN1CCC(=NNC(=O)COc2ccc(Cl)cc2)CC1	101	6	-2.7	14	-5	4	0.1	-3	-2
Cc1ccc(NC(=S)NCc2ccc(F)cc2)c(C)c1	104	-4	0.2	7	7	6	0.0	8	-2
O=C(CSc1nc(-c2ccco2)cc(C(F)(F)F)n1)Nc1cccnc1	93	-5	1.5	-3	0	-1	0.0	6	6
CCOc1c2ccc(C(=O)NCCCCc3ccccc3)cc2nn1C	96	-7	1.3	-9	1	5	0.0	-2	10
CCCn1c(SCC(=O)N(CC)CC)nnc1-c1ccncc1	115	6	-4.2	18	-1	-1	-0.2	0	2
OCC1(CCOc2ccccc2)CCN(Cc2cc(Cl)ccc2O)CC1	86	2	-2.1	6	1	12	-0.1	13	-3
C/C(=N\NC(=O)c1ccc(N2CCCC2=O)cc1)c1ccccc1	108	-9	-2.1	-3	2	0	0.3	1	1
COc1ccc(N(CC(=O)NCCc2ccccc2)C(=O)c2csnn2)cc1OC	86	-15	0.6	-5	5	2	0.1	3	0
Cc1nc2ncccn2c1-c1csc(NCc2ccco2)n1	93	-4	-3.4	-6	12	7	-0.1	16	9
C/C=C(/C)C(=O)Nc1cccc(C2=NOC3(C2)C[C@@H](C(N)=O)N(C(=O)CC(c2ccccc2)c2ccccc2)C3)c1 (stereo not given in full)	91	2	0.8	-8	-2	-3	-0.1	-3	7
Cc1cccc(C(C)(C)C)c1OCCOCCN1CCCC1	100	-9	-0.1	-1	10	-1	0.2	8	-5
O=C(CCNc1ccccc1)c1ccc2c(c1)OCO2	91	2	-1.1	-11	9	-2	0.1	12	5
CCS(=O)(=O)c1ccc2oc(SCC(=O)NC34CC5CC(CC(C5)C3)C4)nc2c1	106	-9	-1.8	-12	2	-2	-0.1	1	0
CCCC(=O)Nc1ccc(NC(=O)c2ccccn2)cn1	98	0	-3.3	13	4	2	0.0	1	4
CN(C)S(=O)(=O)N1CCC(Oc2cccc(C(=O)NCCCC3CCCC3)c2)CC1	104	12	0.5	-6	1	-3	-0.1	3	12
Cc1ccc(NC(=O)Nc2ccc3c(c2)OCO3)nc1	95	3	-1.6	-14	7	3	-0.1	9	-13
O=C1C=C(Nc2ccccc2C(=O)O)c2ccccc2C1=O	145	-1	-3.8	12	20	21*	0.4	25	-2
CCc1nnc(SCC(=O)Nc2ccc(NC(C)=O)cc2)n1-n1cccc1	112	-1	-4.1	-3	0	0	-0.1	0	9
O=[N+]([O-])c1ccc(Cc2ccccn2)cc1	109	·	·	-8	0	·	-0.2	-2	3
Oc1ccc(N2Cc3ccccc3C2)cc1	101	5	-1.8	-5	10	3	-0.3	-2	7
Cc1nc2cc(-c3ccccc3)sc2c(=O)n1N	132	7	0.1	5	-1	1	0.2	-5	4

One compound at a time, as listed above.
Listed for CCS(=O)(=O)c1ccc2oc(SCC(=O)NC34CC5CC(CC(C5)C3)C4)nc2c1 : CR mimetic SO: 106; EBNA-1 inhibitor: -9; MEX-5 binding: -1.8; ZTA counter: -12; BCLXL inh: 2; Fam108B inh: -2; Efflux pump inh: -0.1; MCL1-BIM inh: 1; GLD-1 RNA inh: 0
Listed for COc1ccc(-n2c(SCC(=O)NCCC(C)C)nc3ccsc3c2=O)cc1 : CR mimetic SO: 106; EBNA-1 inhibitor: -7; MEX-5 binding: -1.6; ZTA counter: -8; BCLXL inh: -9; Fam108B inh: -1; Efflux pump inh: 0.1; MCL1-BIM inh: -12; GLD-1 RNA inh: -7

New compounds follow:
SMILES	CR mimetic SO	EBNA-1 inhibitor	MEX-5 binding	ZTA counter	BCLXL inh	Fam108B inh	Efflux pump inh	MCL1-BIM inh	GLD-1 RNA inh
COc1ccc(C(C)=O)cc1COC(=O)c1cccnc1Cl	106	-7	0.1	-23	0	1	-0.2	0	2
O=C1c2ccccc2C(=O)N1CCCc1nc(-c2ccccc2)no1	103	1	0.4	-1	8	1	0.0	7	4
CCOc1ccc(NS(=O)(=O)c2ccc3[nH]c(=O)[nH]c3c2)cc1	100	-15	-2.3	3	-2	-1	0.1	1	2
CC1(C)SC[C@H](C(=O)Nc2cccc(Cl)c2)N1C=O	105	2	2.7	-13	3	-1	-0.1	2	3
O=C1NCCN1Cc1ccc(F)cc1	105	5	0.7	22	1	1	0.0	8	6
COCCCNc1oc(/C=C/c2ccccc2)nc1C#N	93	-10	0.8	-5	5	3	0.0	2	2
COCCCn1c(=O)c2sccc2n2c(CCCC(=O)NCc3ccc(OC)cc3)nnc12	101	20	2.1	-9	5	6	0.1	-7	-11
COc1ccc(OC)c2c1sc(=NC(=O)c1ccco1)n2C	116	-5	-1.2	-6	2	1	-0.1	-4	0
Cc1ccc(N2CCN(S(=O)(=O)c3cccs3)CC2C)cc1 (stereo not given)	92	-14	0.5	-14	2	-1	0.2	2	5
CCOCCOC(=O)C1=C(C)NC(=O)NC1c1ccc2c(c1)OCO2 (stereo not given)	102	3	-0.5	0	5	1	0.0	3	9

Two entries from above, set out differently.
COc1ccc(N(CC(=O)NCCc2ccccc2)C(=O)c2csnn2)cc1OC
  CR mimetic SO: 86
  EBNA-1 inhibitor: -15
  MEX-5 binding: 0.6
  ZTA counter: -5
  BCLXL inh: 5
  Fam108B inh: 2
  Efflux pump inh: 0.1
  MCL1-BIM inh: 3
  GLD-1 RNA inh: 0
O=C(Cc1ncc(C(F)(F)F)cc1Cl)NCCc1ccccc1
  CR mimetic SO: 102
  EBNA-1 inhibitor: 1
  MEX-5 binding: -0.1
  ZTA counter: -5
  BCLXL inh: 2
  Fam108B inh: 2
  Efflux pump inh: 0.0
  MCL1-BIM inh: 1
  GLD-1 RNA inh: -2

Next section:
SMILES	CR mimetic SO	EBNA-1 inhibitor	MEX-5 binding	ZTA counter	BCLXL inh	Fam108B inh	Efflux pump inh	MCL1-BIM inh	GLD-1 RNA inh
Fc1ccc(-c2cn3cc(C(F)(F)F)cc(Cl)c3n2)cc1	86	-1	0.7	-3	3	3	0.0	-7	8
Cc1ccc(S(=O)(=O)NC(CC(=O)N2CCc3ccccc32)c2ccco2)cc1 (stereo not given)	119	-2	0.6	2	1	1	-0.2	7	-6
CCOC(=O)c1c(NC(=O)COC(=O)CCOc2ccc(OCC)cc2)sc(C(=O)N(C)C)c1C	105	-11	-2.7	0	1	1	0.1	1	0
COc1ccccc1-c1nnc(NC(=O)CSc2nncn2C)s1	98	8	2.0	7	5	0	-0.2	8	4
Cn1cc(C(=O)NC2CCCCCC2)c(=O)c2cc(S(=O)(=O)N3CCCC3)ccc21	90	11	1.4	7	6	4	-0.2	4	7
CC1Cc2ccccc2N1S(=O)(=O)c1cnc(Cl)c(Br)c1 (stereo not given)	110	-2	2.7	-4	1	-2	0.0	2	2
CC1CCN(Cc2c(C(=O)N/N=C/c3ccccc3O)nnn2-c2nonc2N)CC1	113	-9	1.4	11	5	-4	0.2	8	9
CCS(=O)(=O)NCCc1ccc(OC)c(OC)c1	105	5	2.3	7	5	-4	0.0	8	2
COc1ccccc1N1CC(C(=O)OC(C)C(=O)N2CCCc3ccccc32)CC1=O (stereo not given)	88	12	-2.0	-3	6	2	-0.1	4	-1
O=C(NCc1ccc2c(c1)OCO2)c1ccc(S(=O)(=O)NCC2CCCO2)cc1 (stereo not given)	103	1	3.3	-9	5	3	0.2	6	-4

Reprinted from the part before: two entries; new compounds follow.
SMILES	CR mimetic SO	EBNA-1 inhibitor	MEX-5 binding	ZTA counter	BCLXL inh	Fam108B inh	Efflux pump inh	MCL1-BIM inh	GLD-1 RNA inh
COc1ccccc1N1CC(C(=O)OC(C)C(=O)N2CCCc3ccccc32)CC1=O (stereo not given)	88	12	-2.0	-3	6	2	-0.1	4	-1
O=C(NCc1ccc2c(c1)OCO2)c1ccc(S(=O)(=O)NCC2CCCO2)cc1 (stereo not given)	103	1	3.3	-9	5	3	0.2	6	-4
Cc1ccccc1-n1c(=O)c2ccccc2n2nnnc12	102	5	-3.6	12	1	-6	-0.1	-3	3
O=C(NCCC1CCCCN1S(=O)(=O)c1ccc(F)cc1)C(=O)NC1CCCC1 (stereo not given)	98	-2	3.6	-3	-4	0	-0.1	-5	0
CCN1CCN(C(=O)CN(c2cccc(Br)c2)S(=O)(=O)c2ccccc2)CC1	113	-7	1.3	-18	4	8	-0.1	1	4
COc1ccc(Nc2nc(-c3ccccc3)nc3ccccc23)c(OC)c1	123	-14	-0.8	-2	5	8	0.3	7	-8
Clc1ccc(C[n+]2cc(-c3ccccc3)n3c2CCCCC3)c(Cl)c1	106	-5	0.9	-12	3	-7	-0.1	2	6
O=C(COn1nnc2ccc(C(F)(F)F)cc21)Nc1c(Cl)cccc1Cl	103	5	-0.3	1	3	7	-0.1	-6	-3
O=C1CC(c2ccc(O)cc2)Oc2ccccc21 (stereo not given)	96	·	·	-1	3	·	0.1	6	0
CCCCOC(=O)Nc1ccc(OC)cc1S(=O)(=O)N1CCOCC1	105	1	-0.4	-9	5	-1	0.0	-2	-1
CCOC(=O)C1CCN(C(=O)CCN2C(=O)C3C4C=CC(C4)C3C2=O)CC1 (stereo not given)	93	0	1.6	-18	-2	1	0.0	1	3
O=C(NC1CCCC1)C(c1ccsc1)N(CCc1ccccc1)C(=O)Cc1cccs1 (stereo not given)	99	12	-0.6	8	-5	2	0.0	-10	-13
CCN(CC(=O)Nc1c(F)cccc1F)C(=O)COc1ccc2c(c1)CCC2	128	-4	-1.2	-4	-2	0	0.2	-3	-5
